# RGS7-Gao reg = human RGS7-Galphao interaction regulation; P09471; Multiplexed bead flow cytometry, RGS7-Galphao binding; actives lie on both sides; binding response (% of control), % at 10 µM; 0.35% of 220,000 active; AID 1439; in the data active = binding response below about 49% or above about 150%; inconclusive = no clear call, values can overlap the other calls; inactive = in between;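 note: fluorescent Galphao held in activated GDP-AlF4 state binding bead-coupled RGS7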
# Target sequence (P09471 whole entry, looked up): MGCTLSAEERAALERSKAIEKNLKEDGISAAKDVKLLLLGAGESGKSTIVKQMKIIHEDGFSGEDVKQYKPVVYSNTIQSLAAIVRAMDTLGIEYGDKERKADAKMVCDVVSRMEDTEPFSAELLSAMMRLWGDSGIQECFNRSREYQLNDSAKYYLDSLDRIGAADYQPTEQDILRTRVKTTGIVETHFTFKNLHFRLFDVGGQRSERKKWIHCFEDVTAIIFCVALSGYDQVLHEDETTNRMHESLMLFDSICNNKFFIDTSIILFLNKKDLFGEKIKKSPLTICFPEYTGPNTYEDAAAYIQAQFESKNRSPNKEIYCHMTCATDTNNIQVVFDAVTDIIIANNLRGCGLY
# Mcl1 Noxa PPI = Mcl-1/Noxa interaction inhibition | AID 1022 | TR-FRET Mcl-1/Noxa peptide binding, 2 h | Q07820 | inhibition, % at 21.7 µM | 1.5% of 220,000 active;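 active = compounds that cut the protein-peptide binding signal by more than 50% relative to plate controls in a single-dose test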;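 note: His-tagged Mcl-1 with rhodamine Noxa BH3 peptide and terbium anti-His antibody; 0% = Mcl-1 plus Noxa peptide wells and 100% = peptide-only wells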
# RGS4-Gao reg = human RGS4-Galphao interaction regulation; 0.33% of 220,000 active; Multiplexed bead flow cytometry, RGS4-Galphao binding; actives lie on both sides; P09471; AID 1415; binding response (% of control), % at 10 µM; in the data active = binding response below about 49% or above about 150%; inactive = in between;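 note: fluorescent Galphao activated with aluminum fluoride binding bead-coupled RGS4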
# Bim-Bcl-B = human Bim-Bcl-B interaction inhibition; inhibition, % at 10 µM; bead-based flow cytometry, Bim peptide-Bcl-B binding; 0.073% of 190,000 active; AID 951;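 note: 0% = tracer peptide without compound and 100% = reference inhibitor peptide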
# Bcl-2 Bim block = inhibitors of Bim-Bcl-2 interaction, human. Bead-based flow cytometry, Bim peptide-Bcl-2 binding. P10415. 0.06% of 190,000 active. inhibition, % at 10 µM; in the data active = inhibition above about 40%; inconclusive = no clear call, values can overlap the other calls;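 note: 0% = no compound wells with probe peptide and 100% = reference peptide inhibitor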
# Target sequence (P10415 whole entry, looked up): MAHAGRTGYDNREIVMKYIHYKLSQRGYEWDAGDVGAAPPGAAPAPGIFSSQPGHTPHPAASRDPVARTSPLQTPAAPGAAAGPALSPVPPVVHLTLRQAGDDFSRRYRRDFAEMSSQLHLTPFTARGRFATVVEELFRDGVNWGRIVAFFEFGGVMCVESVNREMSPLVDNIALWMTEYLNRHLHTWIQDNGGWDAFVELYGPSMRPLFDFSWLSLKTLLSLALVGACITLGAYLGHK
# Mcl1-Bid inh = Mcl-1/Bid interaction inhibition; Q07820; TR-FRET Mcl-1/Bid-Dy647 peptide binding, 1536-well; inhibition, % at 21.7 µM; 0.97% of 220,000 active;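 active = compounds that cut the binding signal by more than half at the single screening dose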;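 note: His-tagged Mcl-1 with europium anti-His antibody binding Bid BH3 peptide; 0% = Mcl-1 plus peptide wells and 100% = peptide-only wells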
# RGS8-Gao = regulators of human RGS8-Galphao interaction | multiplexed bead flow cytometry, RGS8-Galphao binding; actives lie on both sides | response (percent of control binding), % at 10 µM | 0.34% of 220,000 active | AID 1423; in the data active = response below about 60% or above about 140%; inactive = in between;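 note: Galphao activated as the GDP aluminium fluoride complex binding bead-coupled RGS8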
# Bfl-1 Bim block = human Bim-Bfl-1 interaction inhibition. AID 1008. Q16548. inhibition, % at 10 µM. 0.12% of 190,000 active. Bead-based flow cytometry, Bim-Bfl-1 binding inhibition;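 note: 0% = wells without compound plus tracer and 100% = blocker peptide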
# Bim-Bcl-XL = inhibitors of Bim-Bcl-XL interaction, human; Q07817; Bim peptide-Bcl-XL binding, bead flow cytometry, fluorescence; inhibition, % at 10 µM; 0.04% of 190,000 active
# Target sequence (Q07817 whole entry, looked up): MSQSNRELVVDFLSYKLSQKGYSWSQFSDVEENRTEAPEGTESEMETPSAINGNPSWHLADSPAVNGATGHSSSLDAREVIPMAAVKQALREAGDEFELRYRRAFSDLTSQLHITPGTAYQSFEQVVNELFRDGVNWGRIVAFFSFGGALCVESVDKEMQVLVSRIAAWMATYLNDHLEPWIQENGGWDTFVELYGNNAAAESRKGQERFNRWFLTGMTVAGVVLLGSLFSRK
# Bim-Bcl-W = human Bim-Bcl-W interaction inhibition; Q92843; bead-based flow cytometry, Bim peptide-Bcl-W binding; inhibition, % at 10 µM; 0.02% of 190,000 active;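 note: 0% = bound tracer without compound and 100% = peptide blocker; higher means less fluorescent Bim peptide bound to Bcl-W beads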
# Bim-Mcl-1 = human Bim-Mcl-1 interaction inhibition; Bead-based flow cytometry, Bim peptide-Mcl-1 binding; inhibition, % at 10 µM; 0.1% of 190,000 active; AID 1009;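 note: 0% = no compound tracer wells and 100% = peptide blocker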
# * marks the source's active call; other numbers are inactive results; ? = inconclusive; / = no result given. Cut-off read from the data, not from the text of the source, unless noted: active = inhibition above about 40%.
SMILES,RGS7-Gao reg,Mcl1 Noxa PPI,RGS4-Gao reg,Bim-Bcl-B,Bcl-2 Bim block,Mcl1-Bid inh,RGS8-Gao,Bfl-1 Bim block,Bim-Bcl-XL,Bim-Bcl-W,Bim-Mcl-1
COC(=O)c1cn(NC(=O)C2CCCCC2)c(=O)c2ccccc12,103,2,104,-4,-7,-16,104,-11,3,-2,-2
NC(=O)c1cc(C(=O)c2ccc(Cl)cc2Cl)c[nH]1,93,4,96,2,0,-16,99,-3,-1,3,1
COC(=O)C1C(=O)c2c([nH]c(C(=O)OCCOC(C)C)c2C)CC1C (centres undefined),99,-17,97,-2,0,-17,93,3,-1,5,0
CC(=O)N1CCC(=NNc2ccc(S(N)(=O)=O)cc2[N+](=O)[O-])CC1,?,17,100,/,/,5,99,/,/,/,/
C1=C(CCNCC2CC2)CCCC1,99,21,99,-1,-1,-8,98,0,-1,-1,0
Cc1cc(Cl)ccc1NC(=S)NCCCN1CCCC1=O,100,6,100,-7,-3,-56,100,2,-16,-16,-26
Cc1n[nH]c(C)c1S(=O)(=O)N1CCC(C(=O)O)CC1,101,1,103,-2,-1,-7,102,-3,-4,-1,-1
Cc1cc(C(=O)NCc2ccccc2Cl)n(-c2ccccc2)n1,?,3,112,/,/,-8,105,/,/,/,/
CCOc1ccccc1Oc1c(C)oc2cc(OC(=O)c3ccco3)ccc2c1=O,103,1,100,-3,-1,-29,103,0,-4,-2,-2
CCCn1c(SCC(=O)Nc2nc(C)c(C(=O)OC)s2)nnc1C(C)C,95,8,90,3,0,1,96,-8,0,0,4
Cc1ccc(-c2nnn(CC(=O)N(c3ccccc3F)C(C(=O)NC3CCCC3)c3ccco3)n2)o1 (centres undefined),99,2,95,-5,-11,12,97,-18,-3,-1,-3
CCn1cnc2cc(NCc3ccc(C)cc3)ccc21,90,/,96,-11,-14,-22,96,-17,-16,-3,-5
CC(=O)Nc1cc(C)c(S(C)(=O)=O)c(C)c1,112,11,110,1,4,8,121,2,-1,3,1
COc1ccc(Cc2nnc(SCC(=O)NCCc3ccccc3)o2)cc1,106,17,108,0,0,-19,105,1,-4,0,4
CN(C)S(=O)(=O)c1ccc(S(=O)(=O)NC2CCOC(C)(C)C2)cc1 (centres undefined),96,-2,96,-5,1,-3,92,-2,-7,-5,-5

# Whole records as entered above.
# `COC(=O)C1C(=O)c2c([nH]c(C(=O)OCCOC(C)C)c2C)CC1C` (centres undefined) as listed: RGS7-Gao reg: 99; Mcl1 Noxa PPI: -17; RGS4-Gao reg: 97; Bim-Bcl-B: -2; Bcl-2 Bim block: 0; Mcl1-Bid inh: -17; RGS8-Gao: 93; Bfl-1 Bim block: 3; Bim-Bcl-XL: -1; Bim-Bcl-W: 5; Bim-Mcl-1: 0
# `CCCn1c(SCC(=O)Nc2nc(C)c(C(=O)OC)s2)nnc1C(C)C` as listed: RGS7-Gao reg: 95; Mcl1 Noxa PPI: 8; RGS4-Gao reg: 90; Bim-Bcl-B: 3; Bcl-2 Bim block: 0; Mcl1-Bid inh: 1; RGS8-Gao: 96; Bfl-1 Bim block: -8; Bim-Bcl-XL: 0; Bim-Bcl-W: 0; Bim-Mcl-1: 4

# Continued.
SMILES,RGS7-Gao reg,Mcl1 Noxa PPI,RGS4-Gao reg,Bim-Bcl-B,Bcl-2 Bim block,Mcl1-Bid inh,RGS8-Gao,Bfl-1 Bim block,Bim-Bcl-XL,Bim-Bcl-W,Bim-Mcl-1
O=C(CN(CCO)c1ccccc1)Nc1ccc(Cl)c(S(=O)(=O)N2CCOCC2)c1,84,19,87,-4,-4,-44,90,-12,-4,-2,-5
CCCn1c(=O)c(C(=O)NCc2ccncc2)c(O)c2ccccc21,78,-31,78,1,0,-49,93,0,-3,0,-3
Cc1csc(NC(=O)C2C3C=CC(C3)C2C(=O)O)n1 (centres undefined),-9.1*,9,-23*,-3,-3,-2,10*,-5,8,-1,-2
Cn1cnnc1SCc1ccc(C(=O)N/N=C/c2cccs2)cc1,106,7,102,0,2,-26,103,-2,1,0,2
FC(F)Oc1ccc(-c2csc(Cc3nnc4n3CCCCC4)n2)cc1,101,17,101,-5,-2,38,101,-9,0,3,0
COCCN1CCN(c2c3c(nc4cc(-c5cccc(F)c5)nn24)CCC3)CC1,103,11,105,-3,-1,-13,105,-2,-4,-1,-4
CCN(CC)C(=O)Oc1cc(COC)nc(-c2ccccc2)n1,?,0,100,/,/,-2,102,/,/,/,/
Cc1cc(Cl)cc(Cl)c1OCC(=O)NCc1ccco1,102,22,108,0,5,2,101,-1,-1,0,0
COc1ccc(CCN(C(=O)c2ccco2)C(C(=O)NC2CCCC2)c2ccncc2)cc1OC (centres undefined),103,8,100,-7,-5,-19,102,-6,-7,-4,-3
N#Cc1c(NCCCO)nc(NCc2ccccc2)c2c1CCN(Cc1ccccc1)C2,106,2,110,-7,-3,-31,103,-12,-3,1,1
Cc1cccc(C)c1NC(=O)c1c(C)nn(-c2ccccc2)c1Cl,103,14,101,-5,-2,-2,101,-8,-8,3,1
O=C(NC(=S)Nc1ccccc1N1CCOCC1)c1ccc([N+](=O)[O-])cc1,99,-4,102,-7,-4,-28,100,-1,-6,-3,-5
COc1ccc(CN2C(=O)NC(C)(c3ccc(C)cc3)C2=O)cc1F (centres undefined),102,-1,101,0,-1,-11,102,-3,-3,-1,0
O=C(NCCCN1CCN(CCCNC(=O)c2ccc(F)cc2)CC1)c1ccc(F)cc1,102,3,98,-4,-1,-25,103,0,0,2,-4
O=C(COc1ccc(Cl)cc1Cl)Nc1ccc(S(=O)(=O)NC2=NCCCCC2)cc1,101,3,100,-3,-4,10,98,-4,-6,-3,-2
CCOC(=O)C1=C(C)N=C2SC(C)C(=O)N2C1/C=C/c1ccccc1OC (centres undefined),99,4,103,-1,0,-14,101,0,0,2,0
Cn1c(SCC(=O)O)nnc1-c1ccc2ncccc2c1,?,-8,96,/,/,-7,95,/,/,/,/
Cc1nc([N+](=O)[O-])c(NCCO)n1Cc1ccccc1,97,-4,101,-3,-4,-18,102,-5,-3,-2,0
CCSc1nc2sc3c(c2c(=O)[nH]1)CCc1ccccc1-3,98,17,86,-7,-3,-1,89,-8,-6,-5,6
COc1ccc(NC(=O)C/C(C)=N/NC(=O)C(=O)Nc2cccc(Cl)c2C)c(OC)c1,105,3,107,-3,-5,-15,104,-3,-4,-3,-1
C[C@@H]1C=C(C(=O)N2CCN(C)CC2)O[C@H](OCc2ccc(CO)cc2)C1,98,-22,98,-5,-3,0,97,-4,0,1,0
C#CCOCCOCCOCCNc1nc(N2CCN(C(=O)[C@H](CCC(=O)O)n3cc(C(N)CC(C)C)nn3)CC2)nc(N2CCN(C(=O)[C@H](Cc3ccc(O)cc3)n3cc(C(N)[C@H](C)CC)nn3)CC2)n1 (some centres undefined),100,24,95,-3,-3,48,98,-3,0,-2,2
O=C(CCl)N1N=C(c2ccco2)CC1c1cccs1 (centres undefined),100,3,98,-3,0,-41,101,2,-4,-4,-5
COc1ccc(-c2nc(N)sc2C2(O)C(=O)Nc3c(Br)cc(F)cc32)cc1OC (centres undefined),100,20,102,-1,-3,-14,100,-3,-2,-2,-3
CCS(=O)(=O)NCC(c1cccnc1)N1CCN(c2ccccc2)CC1 (centres undefined),101,5,100,-4,-4,-30,102,-11,-2,0,1
COC(=O)C1=C(N)Oc2cc(C)n(CC3CCCO3)c(=O)c2C1c1ccccc1OC (centres undefined),98,6,99,0,-1,-30,97,0,-1,0,-2
O=[N+]([O-])c1ccc(N/N=C2\CC3CC=CC23)c([N+](=O)[O-])c1 (centres undefined),?,18,103,-1,-3,-6,102,-3,-1,-2,0
Cc1cccc(/N=C/c2c(O)ccc3oc4c(c23)CCCC4)n1,97,4,98,-5,-3,-71,100,0,-4,0,-2
CC1CCCCC12NC(=O)N(CC(=O)NC(=O)Nc1ccc3c(c1)OCCO3)C2=O (centres undefined),99,7,101,-9,-9,-32,101,-18,-8,-4,-6
CCOc1ccc(S(=O)(=O)NCc2csc(C)n2)cc1,105,12,106,-8,-12,-7,103,-15,-5,0,-2

# Compounds from the list above with an aryl methoxy group, in the order listed:
SMILES,RGS7-Gao reg,Mcl1 Noxa PPI,RGS4-Gao reg,Bim-Bcl-B,Bcl-2 Bim block,Mcl1-Bid inh,RGS8-Gao,Bfl-1 Bim block,Bim-Bcl-XL,Bim-Bcl-W,Bim-Mcl-1
COc1ccc(Cc2nnc(SCC(=O)NCCc3ccccc3)o2)cc1,106,17,108,0,0,-19,105,1,-4,0,4
COc1ccc(CCN(C(=O)c2ccco2)C(C(=O)NC2CCCC2)c2ccncc2)cc1OC (centres undefined),103,8,100,-7,-5,-19,102,-6,-7,-4,-3
COc1ccc(CN2C(=O)NC(C)(c3ccc(C)cc3)C2=O)cc1F (centres undefined),102,-1,101,0,-1,-11,102,-3,-3,-1,0
CCOC(=O)C1=C(C)N=C2SC(C)C(=O)N2C1/C=C/c1ccccc1OC (centres undefined),99,4,103,-1,0,-14,101,0,0,2,0
COc1ccc(NC(=O)C/C(C)=N/NC(=O)C(=O)Nc2cccc(Cl)c2C)c(OC)c1,105,3,107,-3,-5,-15,104,-3,-4,-3,-1
COc1ccc(-c2nc(N)sc2C2(O)C(=O)Nc3c(Br)cc(F)cc32)cc1OC (centres undefined),100,20,102,-1,-3,-14,100,-3,-2,-2,-3
COC(=O)C1=C(N)Oc2cc(C)n(CC3CCCO3)c(=O)c2C1c1ccccc1OC (centres undefined),98,6,99,0,-1,-30,97,0,-1,0,-2

# Screening data as filed in PubChem BioAssay.
